Tb PYK inh: inhibitors of Trypanosoma brucei pyruvate kinase; hit rate 0.12% among 410,000; TbPYK enzyme, Kinase-Glo Plus ATP luminescence, 45 min; Q57TT1; Potency, µM (series often up to 76.8 µM), without a hit: top-dose activity, negative = inhibition, usual class: inhibitors; note: potency is the fitted concentration of half-maximal effect; % is set by controls: 0 for no effect and ±100 for the full control effect; nearly all actives have a fitted effect of over 50% in size
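Assay buffer: 50 mM TEA pH 7.2, 100 mM KCl, 10 mM MgCl2, 0.05% BSA, 0.01% Tween-20. Pyruvate kinase from T. brucei plus substrate met compound, then ADP (130 uM final). Luminescence was read post 45 min RT.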
HCV inh: blocks hepatitis C virus; Huh7.5.1 HCVcc-Cre infection, luciferase reporter, 44 h; Potency, µM (doses to about 41.8 µM), for the others: top-dose activity change, negative = inhibition, usual class: inhibitors; hit rate 3.4% among 340,000; AID 651820; note: potency is the fitted concentration of half-maximal effect; % is set by controls: 0 for no effect and ±100 for the full control effect
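Luciferase read-out (15 sec integration) after a 15 min room-temperature substrate step quantifies HCVcc-Cre infection. Cells, 1,000 per well, had compound added 4 h post-plating, then virus at ~0.5 moi, and were cultured 44 h.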
Shiga toxin inh: blocks Shiga toxin action in Vero cells. Vero cells, Shiga toxin protein synthesis inhibition reporter. inhibition, % at 38.7 µM. hit rate 9.2% among 290,000; in the data active = inhibition mostly above about 28%, no sharp cut-off; inactive = mostly below about 43%; note: 0% is about no effect
Cycloheximide cs: counter-screen for Shiga toxin inhibitors: cycloheximide protein synthesis inhibition; cell reporter, cycloheximide protein synthesis inhibition counterscreen; max response, %; hit rate 12% among 300,000; AID 2314; in the data active = max response mostly above about 13%, no sharp cut-off; inactive = mostly below about 14%; note: read at 38.3 µM for the half of the compounds with a filed dose; 0% is about no effect
Pf growth 48h: P. falciparum growth inhibition at 48 hours (one generation); P. falciparum luciferase growth in erythrocytes, 48 h; Potency, µM (series often up to 28.7 µM), for inactives: top-dose activity change, negative = inhibition, usual class: inhibitors; hit rate 5.9% among 310,000; AID 504832; note: potency is the fitted concentration of half-maximal effect; % is set by controls: 0 for no effect and ±100 for the full control effect
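Growth was read as firefly luciferase luminescence after a 48 h, 37 C, 5% CO2 exposure of compounds to reporter-bearing P. falciparum cultures (0.1% parasitemia, 2% hematocrit final) in Albumax-supplemented RPMI 1640.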
LmPK inhibitor: inhibitors of Leishmania mexicana pyruvate kinase | Q27686 | purified LmPK, Kinase-Glo ATP luminescence, 1 h | Potency, µM (doses to about 57.5 µM), without a hit: at the highest dose activity change, negative = inhibition, usual class: inhibitors | hit rate 0.37% among 290,000 | AID 1721; note: potency is the fitted concentration of half-maximal effect; % is set by controls: 0 for no effect and ±100 for the full control effect
Target sequence (Q27686 whole entry, looked up): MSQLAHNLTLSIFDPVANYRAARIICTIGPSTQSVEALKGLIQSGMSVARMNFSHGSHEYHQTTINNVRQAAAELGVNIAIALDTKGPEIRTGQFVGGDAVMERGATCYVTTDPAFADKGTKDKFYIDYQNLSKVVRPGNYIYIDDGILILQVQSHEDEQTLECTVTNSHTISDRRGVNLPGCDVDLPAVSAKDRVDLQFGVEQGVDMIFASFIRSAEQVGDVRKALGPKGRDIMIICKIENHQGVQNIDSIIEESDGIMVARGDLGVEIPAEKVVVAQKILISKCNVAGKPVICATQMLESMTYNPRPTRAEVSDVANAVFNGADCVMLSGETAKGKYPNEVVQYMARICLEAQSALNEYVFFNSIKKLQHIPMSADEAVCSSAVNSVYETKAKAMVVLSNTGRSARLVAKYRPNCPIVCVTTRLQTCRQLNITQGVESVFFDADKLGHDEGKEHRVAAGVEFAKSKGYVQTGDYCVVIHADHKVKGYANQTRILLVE
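Purified LmPK (0.1 nM) with 0.5 mM PEP and 0.1 mM ADP in imidazole buffer pH 7.2 with MgCl2/KCl, 1 h at room temperature. ATP formed was read by luciferase luminescence and normalized to no-enzyme and uninhibited controls.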
Pf growth 96h: P. falciparum growth inhibition at 96 hour, primary screen for plastid delayed-death inhibitors | Potency, µM (highest dose often 28.7 µM), inactives show at the top dose activity change, negative = inhibition, hits mostly inhibitors | P. falciparum luciferase reporter growth, 96 h | AID 504834 | hit rate 6.9% among 320,000; note: potency is the fitted concentration of half-maximal effect; % is set by controls: 0 for no effect and ±100 for the full control effect
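Compounds incubated with erythrocytes infected by luciferase-expressing P. falciparum (2% hematocrit, 0.05% parasitemia final) for 96 hours, 37 C in 5% CO2. Growth inhibition scored as decreased luciferase luminescence.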
Numbers without * were called inactive; ? = inconclusive; nt = not tested or not shown; & = joins results of further samples; [ ] = dose if it differs, or a comment. Unless noted, calls come from the whole dose curve; as a rule, active = well fitted curve in the direction sought with a large enough effect; inconclusive = small, poorly fitted or top-dose-only effect, or another doubt; inactive = no such curve, though single readings can be large; an effect the other way counts as inactive or inconclusive. Compounds as they come, and some 24% of all compounds hit somewhere here.

Molecule,Tb PYK inh,HCV inh,Shiga toxin inh,Cycloheximide cs,Pf growth 48h,LmPK inhibitor,Pf growth 96h
O=C(Nc1ccc(CN2CCOCC2)cc1)c1ccc(Cl)cc1,0%,1%,36*,33*,55%[activator],0%,41%[activator]
CCOC(=O)C1C(c2cccc([N+](=O)[O-])c2)C2C(=O)NN=C2CC1(C)O (configuration not stated),-8%,4%,15,-4,5%,-3%,20%
O=C(COc1ccccc1)NNC(=O)c1cccs1,-8%,3%,-4,8,-10%,-9%,54%[activator]
COc1ccc(C(=O)NNC(=S)NC(=O)c2ccco2)cc1,-10%,?,10,10,?,2%,?
Cc1ccc(-c2c(C)n([O-])c3c([n+]2=O)CCCC3)o1,0%,-21%,-1,2,-10%,4%,-10%
CCc1c2ccccc2nn1-c1ccccc1C(=O)C(C)=O,-1%,7%,-8,-1,?,-2%,?
COc1cc(CCC(C)=O)ccc1OC(=O)c1c(F)cccc1Cl,2%,11µM*,88*,39*,485%[activator],4%,445%[activator]
Cc1ccc(C2(c3ccc(C)cc3)CC2C(=O)NC(C)C)cc1 (configuration not stated),-13%,-9%,-3,-2,-23%,4%,?
O=C(CN1C(=O)/C(=C/c2ccccc2)SC1=S)NC1C=CS(=O)(=O)C1 (configuration not stated),-3%,11%,28,-1,28%,12%,3%
Cc1cc(NC(=O)c2cc(C(C)C)on2)nn1Cc1ccc(Cl)cc1,1%,?,50,15,nt,-7%,9.3µM*
CCOC(=O)c1ccc(NC(=O)Cn2nnc(-c3ccccc3)n2)cc1,-1%,-6%,-27,-2,7%,2%,-8%
CCOC(=O)c1ccc(NC(=O)CN2CCN(C(=O)C3CCCO3)CC2)cc1 (configuration not stated),-9%,12%,-4,-2,-2%,-4%,95%[activator]
Cc1ccc(NC(=O)CN(C)C(=O)Cc2ccccc2F)cc1,3%,1%,3,-4,27%,-7%,24%
O=C(Nc1ccccc1N1CCN(c2ccccc2)CC1)C12CC3CC(CC(C3)C1)C2,-13%,11%,-3,1,-6%,-4%,0%
CSCCC1NC2(C(=O)Nc3c(Cl)cccc32)[C@@H]2C(=O)N(C3CCCC3)C(=O)[C@H]12 (some centres not stated),-5%,8%,12,-4,?,7%,10µM*
O=C(Cn1cccc1C(=O)c1ccccc1)NCCCN1CCc2ccccc2C1,4%,5%,-7,-3,4%,5%,18%
OCC[C@H]1C[C@H](O)[C@@H](O)[C@]2(Cc3ccccc3CO2)O1,-9%,20%,nt,nt,10%,nt,86%[activator]
CCOC(=O)c1cn[nH]c1NC(=S)Nc1ccc(Cl)cc1,-8%,?,58*,58*,214%[activator],4%,-39%
O=S(=O)(c1ccc(OCC(O)CN2CCN(c3ccccc3)CC2)cc1)N1CCOCC1 (configuration not stated),3%,-19%&-8%,-3,-3,-14%,1%,6%[5.75 µM]
CCCc1n[nH]c(=O)[nH]1,-3%,-3%,-10,-2,15%,1%,-4%
Cc1c(Cl)cccc1NC(=O)CSc1nncn1-c1ccccn1,-2%,2%,-4,-3,29%,0%,4%
CCOC(=O)N1CCN(Cc2nc(-c3ccc(Cl)cc3)no2)CC1,-12%,?,22,21,6%,0%,?
O=C(Nc1cc(S(=O)(=O)Nc2ccc(Cl)cc2)ccc1N1CCCCC1)c1ccc(F)cc1Cl,-15%,?,-3,19,?,-2%,6.6µM*
Cc1cc(C(=O)Cn2cnc3ccccc3c2=O)c(C)n1C1CC1,-3%,4%,nt,nt,-4%,nt,51%[activator]
COc1ccc(C(C(=O)NC2CCCCC2)N(C(=O)c2cccs2)c2ccc3c(c2)OCO3)cc1 (configuration not stated),-4%,-21%,-11,-3,?,1%,?
COc1ccccc1/C=C1\SC(=S)N(CCC(=O)Nc2cc(C)on2)C1=O,-12%,?,-10,-6,-7%,-2%,9.3µM*
NNC(=O)CCN1CCCCC1,-2%,18%,0,-3,?,1%,-42%[5.75 µM]
Cc1cc(NC(=O)CSc2nc(-c3ccccc3Cl)nc3c2c(=O)n(C)c(=O)n3C)no1,-1%,?,-16,12,5%,-6%,8%
Cc1ccc(N=Nc2c(N)[nH]n3c(=O)cc(C)nc23)cc1,-8%,?,8,-2,?,-11%,?
COc1ccccc1CNC(=O)Cc1ccc(C)cc1,-5%,-17%,38,25*,20%,2%,?
Cc1ccc(-c2nn(-c3ccccc3)cc2C(=O)NCC2CCCO2)cc1 (configuration not stated),-2%,-14%,nt,nt,?,nt,-5%
CCN(CC)c1ccc(NC(=S)Nc2ccc(F)cc2)cc1,-6%,11µM*,48*,27*,?,-9%,4%
Cc1ccc(-n2nc3c(=O)n(CCCC(=O)NC4CCC(C)CC4)nc(C)c3c2C)cc1 (configuration not stated),-4%,22%,-8,12,?,1%,25%
O=C(O)Cn1nnc(-c2cccs2)n1,2%,37%[activator],-18,-2,7%,3%,27%
COc1ccc(S(=O)(=O)NC2CC3CCC2C3)cc1Cl (configuration not stated),0%,10%,-6,-1,-19%,1%,nt
CN1C(=O)N(C)C(=O)C2(Cc3cc(NC(=O)c4ccccc4)ccc3N3CCCC32)C1=O (configuration not stated),0%,8%,-2,-2,9.3µM*,-4%,10µM*
COc1cccc(NC(=O)Cn2c3ccc(F)cc3c3nc4n(c(=O)c32)CCCS4)c1,-6%,5%,-5,-1,?,5%,?
O=c1c2ccccc2[nH]c(=S)n1CCCN1CCN(C2CCCCC2)CC1,1%,-12%,-7,-1,13µM*,-5%,nt
CCCc1cc(=O)[nH]c(SCC(=O)Nc2cccc3ccccc23)n1,-6%,1%,17,1,23%,3%,?
CCCc1ccc2oc(C(=O)N(C)CCn3ccnc3C)c(C)c2c1,2%,?,20*,13*,-1%,-11%,65%[activator]

An excerpt from above in order of molar mass, low to high.
Molecule,Tb PYK inh,HCV inh,Shiga toxin inh,Cycloheximide cs,Pf growth 48h,LmPK inhibitor,Pf growth 96h
O=C(O)Cn1nnc(-c2cccs2)n1,2%,37%[activator],-18,-2,7%,3%,27%
Cc1ccc(-c2nn(-c3ccccc3)cc2C(=O)NCC2CCCO2)cc1 (configuration not stated),-2%,-14%,nt,nt,?,nt,-5%
COc1cccc(NC(=O)Cn2c3ccc(F)cc3c3nc4n(c(=O)c32)CCCS4)c1,-6%,5%,-5,-1,?,5%,?

More compounds.
Molecule,Tb PYK inh,HCV inh,Shiga toxin inh,Cycloheximide cs,Pf growth 48h,LmPK inhibitor,Pf growth 96h
CCOC(=O)c1c(C)[nH]c(C)c1S(=O)(=O)N(C)CC(=O)NCc1ccc(C)cc1,2%&0%,13%,5,24,?,0%,-29%
COc1cc(C(CC(=O)N2CCCC2)c2c(OC)cc(OC)c3c(-c4ccccc4)cc(=O)oc23)cc(OC)c1OC (configuration not stated),1%,?,7&-4,6&-5,5.2µM*,4%,3.7µM*
NC(=O)C1CCN(C(=O)CCC(=O)N2CCOc3ccc(Cl)cc32)CC1,0%,17%,2,-1,11%,-2%,?
CCn1c(=O)c2ccccc2n(CC(=O)NC2CCCCC2)c1=O,-2%,-6%,-2,-4,1%,-3%,121%[activator]
CC(C)c1ccc(CNc2ccc3c(c2)ncn3C)cc1,1%,?,104*,60*,17%,-2%,25%
O=C(CC1S/C(=N/N=C/c2c[nH]c3ccccc23)NC1=O)Nc1ccccc1 (configuration not stated),-9%,8%,-6,-3,-7%,3%,101%[activator]
CC(=O)O[C@]1(C(C)=O)CC[C@@H]2[C@@H]3C=C(C)C4=CC(=O)CC[C@@]4(C)[C@H]3CC[C@]21C,0%[33.2 µM],nt,nt,nt,?,nt,?
COc1cccc(CN2CCCC(N3CCc4ccccc4C3)C2)c1O (configuration not stated),-3%,-7%,-8,-2,?,-5%,-1%
CN(C)/N=C/c1ccc([N+](=O)[O-])cc1[N+](=O)[O-],0%,-6%,-8,9,4%,4%,16%
COc1ccccc1N(C)C(=O)c1cc(S(=O)(=O)N2CCCC2)cn1C,-7%,9%,2,3,23%,-1%,-5%
CC(Sc1nnc(Cc2cccs2)n1C)C(=O)Nc1ccc(C(N)=O)cc1 (configuration not stated),1%,-1%,nt,nt,?,nt,-3%
CC1(C)OC(=O)C(=Cc2ccc(-c3ccc(S(N)(=O)=O)cc3)o2)C(=O)O1,22µM*,?,18,11,-19%,-1%,41%[activator]
COCCNC(=O)/C(C#N)=C\c1ccc(CNC(=O)C(=O)Nc2ccc(C)c(C)c2)o1,4%,4%,-4,-1,-18%,-2%,?
COc1ccc(/C=C2\SC(=S)N(NS(=O)(=O)c3ccccc3)C2=O)c(OC)c1,0%,11%,-7,-2,12%,0%,21%
CC(C)c1ccc(NC(=O)COc2nncc3ccccc23)cc1,-2%,1%,43*,24*,-1%,1%,2%
CN(c1ccccc1C(=O)Nc1ccc(S(=O)(=O)N2CCOCC2)cc1)S(C)(=O)=O,-4%,3%,18,-3,0%,1%,23%
Cc1ccc(S(=O)(=O)N(C)C)cc1NC(=O)[C@H](Cc1ccccc1)N1C(=O)c2ccccc2C1=O,7%,8%,-7,-3,0%,3%,-2%
COc1ccc(C(C)(C)C)cc1NC(=O)COC(=O)c1cnc(C)cn1,1%,-8%,-6,-4,34%[activator],-1%,-17%
CN(c1ccccn1)c1ncnc2[nH]ncc12,-7%,14%,-4,11,?,-2%,?
CCn1c(=O)n(CC)c2cc(S(=O)(=O)N3CCC(c4ccccc4)CC3)ccc21,4%,?,-3,-2,?,-7%,1%
CCOC(=O)N1CCN(Cc2cn3ccccc3n2)CC1,-7%,24%,14,-1,-1%,-2%,-2%
CCN(CC)CCNC(=O)C(C)c1nn(C)c(=O)c2ccccc12 (configuration not stated),5%,-1%,1,4,15%,4%,34%[activator]
N=c1c(C(=O)NCc2ccco2)cc2c(=O)n3ccccc3nc2n1CCc1ccccc1,-3%,-23%,35,19,0.93µM*,1%,nt
CC(c1nc2ccccc2c(=O)[nH]1)N1CCCN(S(=O)(=O)c2ccc(F)cc2)CC1 (configuration not stated),-7%,?,nt,nt,?,nt,?
Cc1cc(O)cc(=O)n1CCc1ccccc1,0%,11%,nt,8,21%,7%,?
Cn1c(=NC(=O)CS(=O)(=O)c2ccccc2)sc2cc([N+](=O)[O-])ccc21,-4%,-12%,nt,nt,12µM*,nt,?
O=C1C=CC(=O)N1c1ccc(I)cc1Cl,nt,nt,-7,0,7%,-4%,20%
Fc1ccc(OCc2nc(-c3cccs3)no2)cc1,0%,-28%,110*,41*,107%[activator],-4%,20%
CC1CCCN(Cc2cnc(Cl)s2)C1 (configuration not stated),-1%,24%,6,-1,12%,0%,51%[activator]
CC1C(=O)OC2C1CCC1(C)CCC(=O)C(C)C21 (configuration not stated),-10%,9%,-7,-1,2%,-3%,36%[activator]
O=C1OC(/C=C/c2ccccc2)=NC/1=C/C=C/c1ccccc1,-11%,-3%,-10,-1,18%,-4%,30%
